# PGC1a acetyl inh: modulators of PGC1a acetylation; U2OS PGC1a acetylation, AlphaScreen anti-acetyl-lysine; with virally co-expressed GCN5 acetyltransferase; inhibition, % at 15.6 µM; 350,000 compounds, 0.17% hits; AID 651687;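 active = every replicate shows inhibition of at least 40%; inconclusive = mean inhibition at least 40% but some replicate below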;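 also: 0% = neutral control wells and 100% = positive control wells; some results beyond the cut were filed as inactive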
# LGR2 inh: inhibitors of bursicon-induced Drosophila LGR2 receptor cAMP signaling; HEK293 LGR2, CRE-luciferase, bursicon-stimulated, 4 h; AID 720647; 380,000 compounds, 0.35% hits; inhibition, % at 9.99 µM;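 active = drop in luminescence signal, shown as inhibition above about 50% in the replicate tests, limit read from the data, passing the limit was not always enough; inconclusive = probably only some replicates passing the limit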;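 also: agonist challenge used bursicon conditioned medium at about half maximal strength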
# FN deposition inh: fibronectin deposition inhibition. AH1F fibroblasts, Alexa488-fibronectin deposition fluorescence, overnight. inhibition, % at 12.6 µM. 350,000 compounds, 0.086% hits. AID 743247;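 active = mean inhibition across replicates of 30% or more, regardless of how many single replicates reach that level; inconclusive = mean under 30% yet at least half of replicates reach 30%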;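 also: positive control wells lacked labelled fibronectin entirely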
#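 material = AH1F fibroblast monolayer depositing Alexa488-labelled fibronectin into matrix | amount = 10000 AH1F cells/well | buffer or medium = DMEM plus 2% serum, read in PBS | incubation = 1 h cell adhesion before compound, then overnight fibronectin incubation | detection = fluorescence at 485 nm excitation, 525 nm emission | evaluation = percent inhibition as loss of matrix-bound fibronectin fluorescence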
# PAX8 reporter: PAX8 transcriptional activity inhibition; inhibition, % at 12.6 µM; AID 652154; RMG-I TPO-luciferase reporter, SteadyGlo, 24 h; 360,000 compounds, 1.2% hits;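 active = mean replicate inhibition at least 60% with every replicate also reaching 60%; inconclusive = only one of the two criteria is met; inactive = mean below 60% and not all replicates reaching 60%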;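 also: luciferase light reporting Pax8 driven TPO promoter activity; plate controls were median of neutral control wells for no effect and mitoxantrone controls for full effect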
# S100A4 MyoIIA: blocks human S100A4 binding to myosin IIA peptide | P26447 | S100A4/TAMRA-MyoIIA peptide fluorescence polarization | inhibition, % at 10.7 µM | 360,000 compounds, 0.14% hits | AID 652163;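 active = mean inhibition of at least 70% across replicates, with every replicate also reaching that level; inconclusive = mean inhibition reaches 70% but some replicates fall short; inactive = mean inhibition below 70%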
# Target sequence (P26447 whole entry, looked up): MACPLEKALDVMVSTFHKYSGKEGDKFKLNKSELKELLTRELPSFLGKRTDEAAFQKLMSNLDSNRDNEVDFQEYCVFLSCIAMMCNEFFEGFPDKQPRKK
#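 Material: S100A4 monomer protein / Buffer or medium: 50 mM HEPES pH 7.2, 10 mM CaCl2, 100 mM KCl / Times: 5 min incubation before reading / Benchmarks: neutral control DMSO, positive control TFP / Reagent: labelled myosin peptide probe, 5 nM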
# ERAP1 inh: blocks human ERAP1 aminopeptidase activity; Q9NZ08; recombinant ERAP1, Leu-AMC fluorescence, 60 min; inhibition, % at 10.7 µM; 340,000 compounds, 0.15% hits;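 active = mean replicate inhibition of at least 30%, or all replicates individually reaching that 30% level; inactive = mean below 30% and not every replicate reaching it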;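 also: 0% = neutral control wells and 100% = L-leucinethiol positive control wells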
# Target sequence (Q9NZ08 whole entry, looked up): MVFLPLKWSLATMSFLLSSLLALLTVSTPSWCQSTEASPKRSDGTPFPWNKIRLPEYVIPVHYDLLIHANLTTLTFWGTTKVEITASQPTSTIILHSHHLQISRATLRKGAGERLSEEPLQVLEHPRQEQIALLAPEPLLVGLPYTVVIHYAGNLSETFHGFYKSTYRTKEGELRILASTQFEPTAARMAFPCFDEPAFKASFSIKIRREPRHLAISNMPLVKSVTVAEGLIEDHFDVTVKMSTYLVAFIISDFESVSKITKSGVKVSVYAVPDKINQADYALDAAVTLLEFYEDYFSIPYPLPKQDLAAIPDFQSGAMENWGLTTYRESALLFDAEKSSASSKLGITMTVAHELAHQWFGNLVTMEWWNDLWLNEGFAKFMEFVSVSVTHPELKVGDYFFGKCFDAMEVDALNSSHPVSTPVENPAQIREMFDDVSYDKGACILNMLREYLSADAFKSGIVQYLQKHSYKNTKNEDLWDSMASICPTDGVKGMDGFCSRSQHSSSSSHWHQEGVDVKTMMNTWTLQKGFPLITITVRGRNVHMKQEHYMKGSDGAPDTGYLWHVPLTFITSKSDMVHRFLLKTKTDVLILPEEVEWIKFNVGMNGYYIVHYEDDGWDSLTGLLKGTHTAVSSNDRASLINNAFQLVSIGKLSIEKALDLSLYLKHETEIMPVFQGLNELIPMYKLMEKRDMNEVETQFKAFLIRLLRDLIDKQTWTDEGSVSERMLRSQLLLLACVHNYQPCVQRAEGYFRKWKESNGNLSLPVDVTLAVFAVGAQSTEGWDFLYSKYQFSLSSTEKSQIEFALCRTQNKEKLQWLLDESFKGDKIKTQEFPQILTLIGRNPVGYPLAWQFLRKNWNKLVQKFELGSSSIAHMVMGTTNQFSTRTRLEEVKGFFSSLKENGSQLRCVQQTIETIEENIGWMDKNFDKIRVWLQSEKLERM
# PglD DTNB: PglD (C. jejuni) enzyme inhibition | purified PglD enzyme, DTNB colorimetric CoA detection | 360,000 compounds, 0.098% hits | inhibition, % at 12.5 µM | AID 602405; in the data active = inhibition above about 16%, passing the limit was not always enough; inconclusive = no clear call, values can overlap the other calls; also: strong numbers were not always called active
# EWS-Fli inh: blocks EWS/Fli oncoprotein-driven transcription; 350,000 compounds, 0.67% hits; inhibition, % at 12.6 µM; A673 NR0B1-luciferase reporter, viability-normalised; AID 651661;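 active = mean inhibition of at least 50% after viability correction, with every replicate also passing that limit; inconclusive = mean reaches 50% but only one of two replicates passes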;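 also: firefly luciferase signal divided by Alamar Blue viability fluorescence both relative to DMSO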
# The depositor's hits bear a star; ? = inconclusive; . = not tested or not shown; & = joins results of further samples.
1. CCOC(=O)Oc1c(OC)cc(C(=O)O[C@@H]2C[C@@H]3CN4CCc5c([nH]c6cc(OC)ccc56)[C@H]4C[C@@H]3[C@H](C(=O)OC)[C@H]2OC)cc1OC
2. COC(=O)CSc1nc2c(cnn2-c2ccc(Cl)cc2)c(=O)[nH]1
3. COc1cc(C(=O)NCCNC(=O)c2cc(OC)c(C)c(OC)c2)cc(OC)c1C
4. Cc1cc(C)n(Cc2ccc(NC(=O)c3nn(C)cc3[N+](=O)[O-])cc2)n1
5. C=CCn1c(CNC(=O)c2ccco2)nnc1SCC(=O)c1ccc(F)cc1
6. CN(Cc1cccs1)C(=O)C1CCN(S(=O)(=O)c2ccccc2)CC1
Assay by compound	1	2	3	4	5	6
FN deposition inh	-10	0	-3	-1	3	-6
LGR2 inh	0	8	8	8	8	10
PglD DTNB	1	-3	7	3	-3	2
PAX8 reporter	75*	10	-1	.	-3	8
S100A4 MyoIIA	-17	0	-2	.	-2	-9
EWS-Fli inh	10	4	3	.	0	-3
PGC1a acetyl inh	-13	16	3	9	.	4
ERAP1 inh	-3	-1	1	.	0	1

# Rewritten with each value named: part of the list above.
4	Cc1cc(C)n(Cc2ccc(NC(=O)c3nn(C)cc3[N+](=O)[O-])cc2)n1
  FN deposition inh = -1; LGR2 inh = 8; PglD DTNB = 3; PAX8 reporter = .; S100A4 MyoIIA = .; EWS-Fli inh = .; PGC1a acetyl inh = 9; ERAP1 inh = .

6	CN(Cc1cccs1)C(=O)C1CCN(S(=O)(=O)c2ccccc2)CC1
  FN deposition inh = -6; LGR2 inh = 10; PglD DTNB = 2; PAX8 reporter = 8; S100A4 MyoIIA = -9; EWS-Fli inh = -3; PGC1a acetyl inh = 4; ERAP1 inh = 1

3	COc1cc(C(=O)NCCNC(=O)c2cc(OC)c(C)c(OC)c2)cc(OC)c1C
  FN deposition inh = -3; LGR2 inh = 8; PglD DTNB = 7; PAX8 reporter = -1; S100A4 MyoIIA = -2; EWS-Fli inh = 3; PGC1a acetyl inh = 3; ERAP1 inh = 1

5	C=CCn1c(CNC(=O)c2ccco2)nnc1SCC(=O)c1ccc(F)cc1
  FN deposition inh = 3; LGR2 inh = 8; PglD DTNB = -3; PAX8 reporter = -3; S100A4 MyoIIA = -2; EWS-Fli inh = 0; PGC1a acetyl inh = .; ERAP1 inh = 0

# Following part.
7. CC(C)Cn1c(=O)c2ccccc2n2c(CCC(=O)NCc3ccccn3)nnc12
8. CN(/C=C/C(=C/C=[N+](C)c1ccccc1)OCCCS(=O)(=O)[O-])c1ccccc1
9. CCCCn1c(N)c(N(CC(C)C)C(=O)CN2C(=O)c3ccccc3C2=O)c(=O)[nH]c1=O
10. COC(=O)c1ccc(Sc2ccccc2NS(=O)(=O)c2ccc(C)cc2)nc1
11. COc1ccc(Nc2c(CCc3ccccc3)nc3nc(C)cc(C)n23)cc1
12. Cc1cccnc1NC(=S)Nc1ccc(Br)cc1Cl
Assay by compound	7	8	9	10	11	12
FN deposition inh	11	7	0	-3	11	-1
LGR2 inh	-1	6	-3	.	-10	-35
PglD DTNB	-2	.	.	0	.	-5
PAX8 reporter	1	-1	-1	-4	-8	-134
S100A4 MyoIIA	2	15	-6	.	-6	-4
EWS-Fli inh	.	5	6	.	15	-45
PGC1a acetyl inh	2	.	.	-27	.	.
ERAP1 inh	0	12	-3	.	-1	0

13. COCCNc1nc2ccccc2n2cnnc12
14. O=C(CC1C(=O)NCCN1C(=O)Nc1ccccc1)Nc1cc(Cl)ccc1Cl (stereo unspecified)
15. COc1ccc(/C=N/NC(=S)NCCc2ccccc2)cc1
16. Cc1noc(C)c1S(=O)(=O)N1CCC(C(=O)N2CCN(C(=O)c3ccco3)CC2)CC1
17. Cc1ccccc1S(=O)(=O)N[C@@H]1CC[C@@H](CCn2cc(-c3ccccc3)nn2)O[C@H]1CO
18. CCC1(c2ccccc2)NC(=O)N(CC(=O)c2ccc3c(c2)OCO3)C1=O (stereo unspecified)
Assay by compound	13	14	15	16	17	18
FN deposition inh	14	-7	19	-7	.	1
LGR2 inh	-23	10	-6	.	3	-1
PglD DTNB	-2	-7	-2	-5	-6	-3
PAX8 reporter	-1	-2	18	8	-2	-2
S100A4 MyoIIA	2	-1	-6	.	19	-3
EWS-Fli inh	8	2	10	.	-1	2
PGC1a acetyl inh	.	-3	4	10	-3	.
ERAP1 inh	-4	1	0	.	2	0

19. CCCC(C)(C)C(=O)N1CCC1(C)C(=O)NS(=O)(=O)c1ccc(Cl)cc1 (stereo unspecified)
20. O=C1NCC(O)=C1C=NC12CC3CC(CC(C3)C1)C2
21. CCN(CC)CCCNC(=O)C1CCN(C(=O)c2cc3sccc3n2Cc2ccc(F)cc2)CC1
22. O=C(Nc1ccccc1)C1=C[C@@H](c2csc3ccccc23)C[C@@H](OCc2ccc(CO)cc2)O1
23. S=c1sc2c(N3CCOCC3)ncnc2n1-c1ccccc1
24. O=C(Nc1cccc(-c2cccc(Cl)c2)c1)C1CCN(Cc2nccs2)CC1
Assay by compound	19	20	21	22	23	24
FN deposition inh	2	.	.	5	-8	0
LGR2 inh	19	2&4	1	12	-6	13
PglD DTNB	5	.	-7	12	-4	4
PAX8 reporter	4	.	.	-4&54	-43	27
S100A4 MyoIIA	-4	0&1	-17	9&-8	-1	-6
EWS-Fli inh	10	8&14	20	7&11	-46	-3
PGC1a acetyl inh	2	3	2	-23&-30	12	.
ERAP1 inh	2	-1&-5	-2	-2&0	.	0

25. CCOC(=O)CSc1nnc(NC(=O)C2CC(=O)N(c3ccc(F)cc3)C2)s1 (stereo unspecified)
26. O=C(NCc1ccco1)c1cccc(S(=O)(=O)N2CCCC2)c1
27. COc1cccc(CNC2CCCC2)c1
28. COc1ccc(C)cc1S(=O)(=O)N(CC(=O)NC1CCCC1)c1ccc(F)cc1
29. Cc1cccc(C)c1NC(=O)C1C(c2ccc3c(c2)OCO3)=Nc2ccccc2N1C(=O)c1cccc(C(F)(F)F)c1 (stereo unspecified)
30. COc1ccccc1NC(=O)Nc1ccc2c(c1)OCCO2
Assay by compound	25	26	27	28	29	30
FN deposition inh	.	-9	.	-3	1	2
LGR2 inh	-10	-16	36	0	-13	.
PglD DTNB	5	4	1	1	.	0
PAX8 reporter	-7	-10	.	5	16	-92
S100A4 MyoIIA	5	-2	0	-5	-4	.
EWS-Fli inh	-7	3	-6	2	-9	.
PGC1a acetyl inh	.	4	3	-4	.	2
ERAP1 inh	2	-5	-8	-1	-3	.

31. C[C@H]1CN([C@@H](C)CO)C(=O)c2cc(C3=CCCC3)cnc2O[C@H]1CN(C)C(=O)c1ccc2c(c1)OCO2
32. COc1ccc(-c2ccc3n(c2=O)C[C@H]2[C@H](CO)[C@@H](C(=O)N(C)C)N(CC4CCOCC4)[C@@H]32)cc1
33. CCCCOP(=O)(c1ccc(N(C)C)cc1)C(O)c1c(Cl)cccc1Cl (stereo unspecified)
34. Cc1ccccc1S(=O)(=O)NC(=O)C1(C)CCN1C(=O)Cc1cc(F)ccc1F (stereo unspecified)
35. O=S(=O)(Nc1ncccn1)c1ccc(NC(=S)N2CCN(c3cccc(C(F)(F)F)c3)CC2)cc1
36. CC(C)C(=O)NCCc1nc2ccccc2n1C
Assay by compound	31	32	33	34	35	36
FN deposition inh	.	.	1	-4	6	-6
LGR2 inh	4	5	-3	-15	2	.
PglD DTNB	-8	-1	4	6	3	-1
PAX8 reporter	-4	-14	-8	5	5	-16
S100A4 MyoIIA	2	5	1	4	-5	.
EWS-Fli inh	6	7	2	-10	-7	.
PGC1a acetyl inh	-3	.	-9	.	0	11
ERAP1 inh	-3	2	-2	-2	5	.

37. COc1ccc2c3c(n(C)c2c1)[C@H](CO)N(CC1CC1)CC31CN(C(=O)NC2CCCC2)C1
38. C/C(=N\NC(=O)c1cccs1)c1cccnc1
39. Cc1ccc(-c2cnc3c(c2)C(=O)N([C@H](C)CO)C[C@H](C)[C@@H](CN(C)C)O3)cc1
40. Cc1sc(NC(=O)COc2ccccc2)c(C#N)c1C
41. C[C@@H]1CN([C@@H](C)CO)C(=O)c2cc(NC(=O)Cn3cnnn3)ccc2O[C@@H]1CN(C)C(=O)Nc1cccc2ccccc12
42. CCOc1ccc(S(=O)(=O)NCCC(=O)N(C)CC(=O)Nc2ccc(OC)cc2)cc1
Assay by compound	37	38	39	40	41	42
FN deposition inh	.	-41	-6	2	.	3
LGR2 inh	-6	-29	-2	-26	4	-1
PglD DTNB	.	.	2	.	-1	-2
PAX8 reporter	20	-20	.	-55	.	-8
S100A4 MyoIIA	10	-8	2	0	-4	-2
EWS-Fli inh	-5	-22	-19	-29	-4	1
PGC1a acetyl inh	11	-7	?	0	8	.
ERAP1 inh	-1	-2	-1	0	-1	-1

43. Cc1cc(C(=O)N[C@H](c2ccccc2)[C@@]2(C)C[C@@H]2[C@@H](C)C(=O)Nc2ccc3ccccc3c2)n(C)n1
44. CCOC(=O)C1(CCCc2ccccc2)CCN(C(=O)CCc2cnccn2)CC1
45. C[C@H]1CN([C@@H](C)CO)C(=O)c2cc(C#CCN(C)C)cnc2O[C@H]1CN(C)C(=O)Cc1ccncc1
46. CN(C)C(=O)c1ccc(-c2ccc3c(c2)[C@H]2[C@H](CCN2C(=O)C2CCC2)[C@@H](CO)N3C)cc1
47. C[C@H]1CN([C@@H](C)CO)C(=O)Cc2cc(NC(=O)C3CC3)ccc2O[C@H]1CN(C)S(=O)(=O)c1cccs1
48. CSc1nc2c(c(=O)[nH]1)C(c1cccc(Cl)c1)CC(=O)N2 (stereo unspecified)
Assay by compound	43	44	45	46	47	48
FN deposition inh	-10	-23	.	9	.	-4
LGR2 inh	6	-15	1	4	7	4
PglD DTNB	5	.	2	-1	-1	.
PAX8 reporter	20	-4	3	?	-14	11
S100A4 MyoIIA	0	-6	-10	-1	-2	-1
EWS-Fli inh	15	10	-14	5	-5	9
PGC1a acetyl inh	.	.	4	4	9	13
ERAP1 inh	.	-3	-2	0	.	-1

49. Cc1nn(C)cc1CN(C)C(=O)c1ccc(OC2CCN(Cc3ccccn3)CC2)cc1
50. N#Cc1c(Cn2cncn2)nc(=O)n(-c2ccccc2)c1N
51. O=C(c1cnccn1)N1CC(=O)N2[C@@H](CO)[C@@H](c3ccc(C#CC4CC4)cc3)[C@@H]2C1
52. C[C@H](CO)N1C[C@H](C)[C@@H](CN(C)Cc2ccc(Cl)c(Cl)c2)OCCCC[C@H](C)Oc2ccc(NS(=O)(=O)c3ccccc3)cc2C1=O
Assay by compound	49	50	51	52
FN deposition inh	12	8	-6	.
LGR2 inh	1	19	-2	30
PglD DTNB	0	-1	.	-1
PAX8 reporter	1	-15	.	84*
S100A4 MyoIIA	41	-1	4	-2
EWS-Fli inh	-1	4	2	14
PGC1a acetyl inh	-1	-5	9	8
ERAP1 inh	-1	-3	-2	-5

# Source: PubChem (Broad Institute)
